Source: PubChem BioAssay
IkB sig inh = IkB Signaling. ABC-DLBCL IkBa-CBG/CBR dual luciferase ratio, 4 h; response scale: scaled: untreated 0%, proteasome inhibitor 100%. Potency, µM (titrated, usually from 57.1 µM), inactives show at the top dose IkBa stabilization activation. hit rate 0.04% among 110,000. AID 445, 2006; active = well fitted curve in the direction sought with a large enough effect in the signal ratio, not every such curve was filed as active; inconclusive = small, poorly fitted or top-dose-only effect, or a change in a side signal; the % refers to the signal ratio;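 note: the direction sought is a rising ratio; 0% = basal untreated cells and 100% = reference inhibitor full response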
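In this assay, an IκBα–CBG68 fusion accumulates when IKK-driven degradation is blocked; native CBR normalizes for cell number. OCI-Ly3 cells were treated 4 h with compound and doxycycline, then green and red light read after Chroma-Glo addition.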
p53ts 32C kill = qHTS Screen for Compounds that Selectively Target Cancer Cells with p53 Mutations: Cytotoxicity of p53ts Cells at the Permissive Temperature; H1299-p53A138V at 32C, ATP luminescence viability, 24 h; Potency, µM (highest dose often 46.1 µM), without a hit: at the highest dose activity change, negative = cytotoxicity, usual class: cytotoxic; hit rate 0.93% among 130,000; AID 924, 2007;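 note: 0% = DMSO and -100% = full killing by reference compound; nearly all actives have a fitted effect of over 55% in size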
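Cells: H1299 p53ts (A138V), 600/well, pre-incubated 16–30 h at 37C. Cpd up to 46 uM, 24 h, 32C. Readout: ATPlite luminescence, 20 min RT. Normalization: DMSO vs tamoxifen 100 uM. AC50 by Hill equation.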
p53ts 39C tox = qHTS Screen for Compounds that Selectively Target Cancer Cells with p53 Mutations: Cytotoxicity of p53ts Cells at the Nonpermissive Temperature | H1299-p53A138V viability at 39C, ATP luminescence, 24 h | Potency, µM (series often up to 46.1 µM), without a hit: top-dose activity change, negative = cell killing, most hits filed as cytotoxic | hit rate 1.5% among 130,000 | AID 902, 2007; note: nearly all actives have a fitted effect of over 55% in size
Imprint erasure = qHTS Assay for Compounds that Induce Erasure of Genomic Imprints. mouse ES Peg3-LacZ reporter, beta-gal luminescence, 40 h. Potency, µM (series often up to 60.7 µM), inactives show at the top dose activity change, positive = activation, most hits filed as activators. hit rate 0.02% among 110,000;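 note: 0% = negative control wells on the plate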
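Gelatin-coated wells received 300 freshly trypsinized female ES cells with a Peg3LacZ-Neo reporter on the maternal allele, then incubated 40 hours at 37C. BetaGlo was added for 5 minutes at room temperature before a single luminescence read.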
Starred values were filed as active, the others as inactive; ? = inconclusive; / = not tested or not shown; [ ] = another dose, or the depositor's remark. Unless noted, calls come from the whole dose curve; as a rule, active = well fitted curve in the direction sought with a large enough effect; inconclusive = small, poorly fitted or top-dose-only effect, or another doubt; inactive = no such curve, though single readings can be large; an effect the other way counts as inactive or inconclusive. Unless noted, % is set by controls: 0 for no effect and ±100 for the full control effect; potency is the fitted concentration of half-maximal effect.

#	structure	IkB sig inh	p53ts 32C kill
1	Cc1nc(Oc2ccccc2C)c2oc3ccccc3c2n1	?	3%
2	Cc1ccc(CNC(=O)c2cnc3c(-c4ccccc4)c(C)nn3c2C)o1	?	4%
3	Cc1noc(C)c1C(=O)N1CCC2(CCCN(C(=O)Nc3cccc(F)c3)C2)CC1	-0.7%[11.4 µM]	-11%
4	Cc1ccc(Cl)cc1N1CCN(C(=O)COc2ccc(S(=O)(=O)NC(C)C)cc2)CC1	?	22%
5	CCN1C(=O)c2ccc(C(=O)NCc3ccccc3)cc2C1=O	2.1%	11%
6	COc1ccccc1NC(=O)CSc1ccc(-c2ccccn2)nn1	2.5%	-21%
7	CCCc1cc(C(=O)NC2CCCCC2)no1	?	-3%
8	Cc1ccc(NC(=O)CSc2nc(-c3cccs3)nc3cc(=O)[nH]n23)cc1	3.2%	9%
9	COCCCn1c(SCC(=O)NCc2ccccc2)nc2ccccc2c1=O	/	-1%
10	CC(=O)NC1CC2CCCC(C1)N2C(=O)Nc1ccc(Cl)c(C(F)(F)F)c1 (stereo not drawn)	0.9%	4%
11	CCN(C(=O)c1coc(=O)c(Br)c1)c1ccc2c(c1)OCO2	4.3%	-1%
12	COc1cccc(Cn2c(=O)cnc3cnc(Nc4cccc(OC)c4)nc32)c1	-3.1%[11.4 µM]	-8%
13	O=C1CCC(C(=O)Nc2ccc(OC(F)F)cc2)N1 (stereo not drawn)	1.4%	-8%
14	CCn1c(C(=O)N2CCc3ccccc3C2)cc2sccc21	?	-7%
15	Cc1nc(NC(=O)CSc2nc3cccnc3n2C2CCCCC2)sc1C	-1.0%	-3%

#	p53ts 39C tox	Imprint erasure
1	?	-12%[10.9 µM]
2	-3%	5%[10.9 µM]
3	4%	/
4	24%	-14%
5	9%	0%
6	-23%	-8%[10.9 µM]
7	-16%	-22%
8	11%	-6%[10.9 µM]
9	15%	/
10	5%	-1%
11	11%	-12%
12	-24%	-12%
13	-4%	-5%
14	-10%	-21%
15	2%	0%

Values in list order from the entries so far:
IkB sig inh, nos. 8–13, in order: 3.2%, /, 0.9%, 4.3%, -3.1%[11.4 µM], 1.4%
p53ts 39C tox, nos. 8–13, in order: 11%, 15%, 5%, 11%, -24%, -4%

Copied from the entries so far, four compounds:
#	structure	IkB sig inh	p53ts 32C kill
12	COc1cccc(Cn2c(=O)cnc3cnc(Nc4cccc(OC)c4)nc32)c1	-3.1%[11.4 µM]	-8%
13	O=C1CCC(C(=O)Nc2ccc(OC(F)F)cc2)N1 (stereo not drawn)	1.4%	-8%
14	CCn1c(C(=O)N2CCc3ccccc3C2)cc2sccc21	?	-7%
15	Cc1nc(NC(=O)CSc2nc3cccnc3n2C2CCCCC2)sc1C	-1.0%	-3%

#	p53ts 39C tox	Imprint erasure
12	-24%	-12%
13	-4%	-5%
14	-10%	-21%
15	2%	0%

Next part
#	structure	IkB sig inh	p53ts 32C kill
16	Cc1cc(CN2CCN(CCC#N)CC2)c(O)c(C2(C)CCCCC2)c1	?	?
17	COc1ccc(CNC(=O)C2CCN(S(=O)(=O)N3CCC(C)CC3)CC2)c(OC)c1	?	-4%
18	CCOc1ccc(NC(=O)c2ccc3c(=O)n4nc(Nc5ccccc5C)sc4nc3c2)cc1	-0.5%	0%
19	Cc1csc(NC(=O)CCCSc2nc3ccccc3s2)n1	?	-4%
20	CC(C)NC(=O)N1CCCC2(CCN(C(=O)c3cccc(F)c3)CC2)C1	1.8%[11.4 µM]	-4%
21	CCCCOC(=O)c1cccc(NC(=O)c2cc3ccccc3o2)c1	?	?
22	COc1ccccc1NC(=O)CSC1=Nc2ccccc2N=C(c2ccc(F)cc2)C1	2.1%	1%
23	Cc1ccc2nc(N3CCN(c4cccc(C(F)(F)F)c4)CC3)c3nnnn3c2c1	?	2%
24	CC(C)OCC(O)Cn1c(N2CCCC2)nc2c1c(=O)[nH]c(=O)n2C (stereo not drawn)	-2.6%	1%
25	Cc1ccnc(SCc2cc(=O)c(OC(=O)c3ccc(S(=O)(=O)N(C)C)cc3)co2)n1	/	-8%
26	CCn1ccc2cc(S(=O)(=O)N3CCCN(C(=O)NCC(C)C)CC3)ccc21	0.0%	-6%
27	O=C(C1CCC(Cn2c(=O)c3sccc3n(Cc3ccccc3F)c2=O)CC1)N1CCOCC1 (stereo not drawn)	-0.1%	-6%
28	CCc1ccc2nc(N3CCN(C)CC3)c(C#N)cc2c1	-6.7%	-12%
29	C[C@](N)(C(=O)O)c1ccc(-c2nn[nH]n2)cc1	0.1%	1%
30	Cc1ccccc1C(=O)Nc1ccccc1C(=O)OCc1cc(=O)n2nc(C3CC3)sc2n1	1.1%	3%

#	p53ts 39C tox	Imprint erasure
16	-23%	-27%
17	-15%	-10%[10.9 µM]
18	28%	6%[10.9 µM]
19	?	-18%
20	-2%	/
21	10µM*	-13%[10.9 µM]
22	-21%	-10%[10.9 µM]
23	-16%	2%[10.9 µM]
24	9%	-5%
25	0%	/
26	-20%	-10%[10.9 µM]
27	-16%	9%[10.9 µM]
28	-10%	/
29	0%	-18%
30	2%	12%[10.9 µM]

Additional results.
#	structure	IkB sig inh	p53ts 32C kill
31	C=CCNC(=O)c1ccccc1NC(=O)c1ccccc1C	/	5%
32	CC(C)c1ccc(S(=O)(=O)N2CCN(CC(=O)Nc3ccccc3C(F)(F)F)CC2)cc1	0.5%	10%
33	Cc1cc(NC(=O)c2cc3nc(C4CC4)cc(C(F)(F)F)n3n2)no1	-0.2%	-3%
34	CCn1c(=O)c2cc(C(=O)Nc3cccc(C(F)(F)F)c3)sc2c2ccccc21	?	4%
35	CC(C)OC(=O)CSc1n[nH]c(-c2cccnc2)n1	0.8%	4%
36	COCCNS(=O)(=O)c1ccc(C2CNC(=O)C2)cc1 (stereo not drawn)	0.5%	-5%
37	CCn1ccc2cc(S(=O)(=O)N3CCCN(C(=O)Nc4ccccc4OC)CC3)ccc21	?	2%
38	CC(C)(C)OC(=O)N[C@@H](Cc1ccccc1)c1nnc(SCC(=O)O)o1	3.5%	4%
39	CCCCCOC(=O)CSc1nc2sc3c(c2c(=O)n1Cc1ccccc1)CC(C)(CC)OC3 (stereo not drawn)	5.6%	11%
40	O=C(c1cccn2c(=O)c3ccccc3nc12)N1CCN(c2ccccn2)CC1	-1.9%	6%
41	COc1ccc(-c2noc(C3CC(=O)N(c4ccc(C)c(F)c4)C3)n2)c(OC)c1 (stereo not drawn)	?	-3%
42	Cc1ccc(N(C(=O)C2CCCC2)C2C=CS(=O)(=O)C2)cc1C (stereo not drawn)	0.7%	?
43	COCCNC(=O)c1ccc(-n2c(-c3ccccc3)cc3c2CCC(C)C3)cc1 (stereo not drawn)	1.2%	2%
44	Cc1ccc(N2CC(NC(=O)Cc3cccs3)CC2=O)cc1C (stereo not drawn)	-1.1%	-9%
45	CCOc1cc(-c2nn3cnnc3s2)cc(OCC)c1OCC	1.2%	7%

#	p53ts 39C tox	Imprint erasure
31	73%[activator]	/
32	25%	-12%[10.9 µM]
33	3%	1%
34	3%	11%[10.9 µM]
35	4%	-14%
36	15%	-1%
37	-5%	-7%[10.9 µM]
38	-9%	-3%
39	-14%	-12%[10.9 µM]
40	8%	-18%
41	-10%	-13%[10.9 µM]
42	-7%	-5%
43	?	23%[10.9 µM]
44	-4%	-8%[10.9 µM]
45	-5%	-2%

Next section.
#	structure	IkB sig inh	p53ts 32C kill
46	CCOC(=O)c1c(NC(=O)CSc2nnc(-c3ccco3)o2)sc(C(C)=O)c1C	0.4%	-2%
47	COc1cc(C(=O)Nc2ccc3nc(SCc4ccccc4)sc3c2)cc(OC)c1OC	?	-3%
48	CCCCCC(N)=O	-1.3%	2%[1.84 µM]
49	CCN(CC)CCOc1cc2c(nn1)Oc1ccccc1N2C	-0.1%	-8%
50	O=C(NCCc1nc2ccccc2n1CCOc1ccc(Cl)cc1)C1CCCCC1	?	-18%
51	CCOc1cc(-c2nnc(-c3ccco3)o2)cc(OCC)c1OCC	/	9%
52	O=C1C(=C2CCCCC2)SC(=S)N1Cc1ccco1	?	42%[activator]
53	Cc1ccc(-c2nc(CS(=O)CC(=O)NCCCN3CC(C)CC(C)C3)c(C)o2)cc1 (stereo not drawn)	-0.4%	-14%
54	O=C(NCc1ccc(F)cc1)C(=O)NCC(c1ccco1)S(=O)(=O)c1cccs1 (stereo not drawn)	1.5%	0%
55	CC(=O)N1CCCc2cc(S(=O)(=O)N(C)CC(=O)Nc3ccc(C(C)C)cc3)ccc21	-1.5%	0%
56	Cc1ccc(-c2cc(-c3ccccc3Cl)c(C#N)c(N)n2)o1	?	11%
57	CCC(C)NC(=O)CCCn1c(=O)c2cccn2c2ccccc21 (stereo not drawn)	?	-4%
58	CCc1cc2c(=O)c(-c3nc4ccccc4[nH]3)coc2c(CN2CCC(C)CC2)c1O	4.2%	2%
59	COC(=O)c1ccc(C)c(NC(=O)CN2C(=O)c3ccccc3S2(=O)=O)c1	0.1%	0%
60	Cc1cccc(N2CC(c3nc4ccccc4n3C)CC2=O)c1C (stereo not drawn)	0.1%	6%

#	p53ts 39C tox	Imprint erasure
46	0%	-10%
47	11%	-18%[10.9 µM]
48	-28%	5%
49	0%	-71%[inhibitor]
50	?	-2%[10.9 µM]
51	-5%	/
52	36%[activator]	-26%
53	-8%	-8%
54	18%	?
55	?	-14%[10.9 µM]
56	0%	-22%
57	?	-7%[10.9 µM]
58	4%	-3%
59	5%	1%
60	4%	-8%

(further entries)
#	structure	IkB sig inh	p53ts 32C kill
61	CC(=O)Nc1ccc(S(=O)(=O)n2cnc(C)c2)cc1	0.2%	10%
62	CCN(C(=O)CCS(=O)(=O)c1ccc2c(c1)CCN2C(C)=O)c1cccc(C(F)(F)F)c1	0.4%	-1%
63	O=C(Nc1ccc2c(c1)OCO2)C(c1ccccc1)N1CCC2(CC1)OCCO2 (stereo not drawn)	1.7%	0%
64	O=C(NCc1nc2ccccc2[nH]1)c1cc2ccccc2oc1=O	4.5%	-1%
65	Cc1ccc(CN2C3=NC(=O)CN3c3ccccc32)cc1	1.2%	17%
66	Cc1cccc(N(C)C(=O)c2cc3c(=O)oc4ccc(C)cc4c3s2)c1	-1.7%	4%
67	CCOC(=O)c1cc(-c2ccccc2)n(-c2cccc(C(=O)Nc3ccc(F)c(F)c3)c2)c1C	0.4%	20%
68	COc1cc(OC)cc(C(=O)N2CCC(c3ccncc3)CC2)c1	-0.3%	4%
69	Cc1ccc(-n2nc(C(=O)N3CCN(c4cc(Cl)ccc4C)CC3)c3c4ccccc4n(C)c3c2=O)cc1	0.6%	-1%
70	COCC(=O)n1nc(-c2ccccc2)nc1NCc1ccc(F)cc1	0.1%	-1%
71	Cc1ccc2nc(C3CCN(C(=O)NCc4ccccc4)CC3)[nH]c2c1	-0.5%	-8%
72	Cc1cccc(N(C(=O)c2ccc(CN3CCOCC3)o2)C(C(=O)NC(C)(C)C)c2ccc(F)cc2)c1 (stereo not drawn)	/	0%
73	CCOc1ccc(N2CC(NC(=O)CCc3ccccc3)CC2=O)cc1 (stereo not drawn)	?	-3%
74	CCOC(=O)CSc1nc2c(c(=O)n(Cc3ccccc3Cl)c(=O)n2C)n1C	?	1%
75	CSc1nc(N)c2ncn([C@@H]3O[C@@H](COP(=O)(O)OP(=O)(O)O)[C@@H](O)[C@H]3O)c2n1	-3.0%	-6%

#	p53ts 39C tox	Imprint erasure
61	0%	1%
62	12%	-2%[10.9 µM]
63	-4%	-5%
64	-11%	-3%
65	4%	0%
66	-7%	-7%[10.9 µM]
67	10%	-9%[10.9 µM]
68	-10%	-10%[10.9 µM]
69	20%	3%[10.9 µM]
70	4%	-6%
71	-6%	-19%
72	11%	/
73	-2%	-2%[10.9 µM]
74	19%	-7%
75	6%	/
